NR3A LBD binder = modulators (binders) of human NR3A ligand-binding domain; Tm shift relative to glycine control, % at 25 µM; 340,000 tested, 2.5% active; NR3A LBD differential scanning fluorimetry, Tm shift; 0% = protein alone, 100% = glycine-bound protein;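 active = melting temperature shift of at least 10% of the positive control shift, at one fixed dose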
ATG4B inh = ATG4B (human) cysteine protease inhibition | ATG4B cleavage of LC3-PLA2, NBD-HPC fluorescence, 1 h | AID 504462 | inhibition, % at 8.33 µM | 340,000 tested, 0.51% active | Q9Y4P1; in the data active = inhibition above about 40%
PfG6PD inh = PfG6PD (Plasmodium falciparum) enzyme inhibition. 350,000 tested, 0.78% active. PfGluPho enzyme, NADPH resazurin-diaphorase fluorescence. inhibition, % at 20 µM;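 active = inhibition reaching at least a set limit at 20 µM in the primary screen, cut at about 59% in these data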;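 also: 0% = DMSO wells with substrate and 100% = DMSO wells lacking glucose-6-phosphate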
SENP6 block = blocks the human protease SENP6. inhibition, % at 10 µM. Q9GZR1. AID 2599. 330,000 tested, 1.8% active. Recombinant SENP6 catalytic domain, aminoluciferin luminescence;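 active = inhibition above about 50% at the single tested dose, limit read from the data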;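 also: plate controls were DMSO wells with enzyme for no effect and DMSO wells lacking enzyme for full effect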
hIAP act = increases human intestinal alkaline phosphatase activity; P09923; activation factor at 10 µM; AID 2524; purified human IAP, CDP-Star luminescence, 30 min; active compounds read high; 1 = vehicle-only enzyme, 0 = enzyme-free background; 330,000 tested, 0.16% active;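 active = activation factor of the enzyme at least 2-fold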; also: the source names both 10 and 20 µM as test concentration; values of inactives mirror those of a sister screen read the other way
Target sequence (P09923 whole entry, looked up): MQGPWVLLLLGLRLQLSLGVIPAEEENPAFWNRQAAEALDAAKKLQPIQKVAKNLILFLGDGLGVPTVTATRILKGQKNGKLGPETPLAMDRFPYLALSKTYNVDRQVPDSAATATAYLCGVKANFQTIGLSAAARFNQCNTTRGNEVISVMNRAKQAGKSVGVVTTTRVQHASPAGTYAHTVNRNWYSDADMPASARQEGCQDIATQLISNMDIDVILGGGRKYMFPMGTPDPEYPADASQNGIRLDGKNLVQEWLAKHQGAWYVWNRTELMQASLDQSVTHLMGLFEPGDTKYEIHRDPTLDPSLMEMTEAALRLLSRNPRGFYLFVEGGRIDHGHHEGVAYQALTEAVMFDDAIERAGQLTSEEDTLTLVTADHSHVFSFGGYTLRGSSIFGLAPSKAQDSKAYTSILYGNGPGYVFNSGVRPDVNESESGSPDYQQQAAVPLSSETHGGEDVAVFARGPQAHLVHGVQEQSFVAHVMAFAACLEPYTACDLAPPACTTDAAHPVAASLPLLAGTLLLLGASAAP
MPTP inh = permeability transition pore inhibition; isolated mouse mitochondria, Ca2+ swelling absorbance, 30 min; inhibition, % at 10 µM; 360,000 tested, 1.4% active; AID 602449;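 active = inhibition of 50% or more, scaled per plate between neutral and stimulator controls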;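 also: 0% = DMSO wells given calcium and 100% = 1 mM EGTA wells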
SENP8 block = blocks human SENP8 cleavage of Nedd8 substrate; recombinant SENP8, Nedd8 substrate fluorescence; Q96LD8; inhibition, % at 20 µM; AID 602440; 360,000 tested, 0.64% active; in the data active = inhibition mostly above about 40%, no sharp cut-off; inactive = mostly below about 27%
Target sequence (Q96LD8 whole entry, looked up): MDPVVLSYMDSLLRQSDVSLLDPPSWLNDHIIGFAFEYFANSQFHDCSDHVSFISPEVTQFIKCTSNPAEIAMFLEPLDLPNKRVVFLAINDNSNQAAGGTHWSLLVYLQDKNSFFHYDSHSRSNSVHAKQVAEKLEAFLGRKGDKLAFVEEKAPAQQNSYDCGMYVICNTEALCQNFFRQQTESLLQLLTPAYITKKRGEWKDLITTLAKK
SENP1 inh = blocks the human SENP1 SUMO protease catalytic domain; Q9P0U3; recombinant SENP1 catalytic domain, CyPet-SUMO1-YPet FRET cleavage; inhibition, % at 10 µM; 360,000 tested, 0.21% active; AID 624204;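 active = inhibition at least 30% at 10 µM, raw YFP signal under a set limit, fluorescence ratio 0.5 to 1.5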;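 also: 0% = enzyme with DMSO and 100% = no enzyme wells; some results filed as inactive read as strong as hits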
Target sequence (Q9P0U3 419-644 limits assumed): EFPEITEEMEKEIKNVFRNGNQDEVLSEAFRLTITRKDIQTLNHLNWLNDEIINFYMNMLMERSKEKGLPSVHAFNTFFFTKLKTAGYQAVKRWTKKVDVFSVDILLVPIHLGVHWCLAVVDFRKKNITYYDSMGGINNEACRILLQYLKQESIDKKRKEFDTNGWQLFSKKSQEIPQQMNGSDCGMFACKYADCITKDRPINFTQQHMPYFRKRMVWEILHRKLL
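Assay system: hSENP1 catalytic domain, recombinant. Amount: SENP1 enzyme, 20 pM final. Schedule: 50 min reaction, RT, dark. Technique: FRET, CFP and YFP emission. Control set: no-enzyme wells low, DMSO-plus-enzyme wells high control.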
* = called active by the depositor; i = inactive; x = not tested or not shown. Not a hit list; about 6.7% have a hit in one of these screens.

SMILES | NR3A LBD binder | ATG4B inh | PfG6PD inh | SENP6 block | hIAP act | MPTP inh | SENP8 block | SENP1 inh
N#Cc1cc(-c2ccccc2)nc(Oc2ccc(Cl)cc2)n1 | -9 | -3 | 24 | -21 | 0.81 | 3.8 | -2 | 0
COc1ccc(C2CC(c3cccs3)=NN2C(=O)COC(=O)c2cc3ccccc3cc2O)cc1OC (stereo not given) | 3 | -1 | 12 | -9 | 1 | -1.2 | -117 | -157
COC(=O)CN1C(=O)S/C(=C/c2cc(C)n(C)c2C)C1=O | 1 | -12 | 8 | -1 | 0.94 | 0.7 | -67 | -37
CCOC(=O)c1cnc2c(C(F)(F)F)cccc2c1NCCCN1CCOCC1 | -1 | -3 | -8 | -4 | 1.1 | 1.9 | -30 | 2
COc1cccc(-c2nc(CS(=O)CC(=O)NCc3ccc(F)cc3)c(C)o2)c1 (stereo not given) | -2 | 8 | -4 | -12 | 0.87 | 0.1 | 11 | 2
COc1ccc(N2CC(C)(C)[C@H](CC(=O)Nc3ccccc3)C2=O)cc1 | x | x | 1 | x | x | -1.1 | -1 | -3
CCC(Sc1ccccc1C(=O)O)C(=O)O (stereo not given) | 0 | -7 | -1 | -17 | 0.97 | -0.3 | 5 | 2
O=C(Cn1nnc(-c2ccc3c(c2)OCO3)n1)Nc1ccccc1C(=O)O | 4 | 6 | -3 | 89* | 1.1 | -0.8 | -4 | 0
CCOc1cccc(CN2CCC(CCC(=O)NC3CC3)CC2)c1O | 1 | 4 | -3 | 9 | 1 | 1.0 | 7 | -1
CC(C(=O)NCC1CCCCC1)N1CCN(S(=O)(=O)/C=C/c2ccccc2)CC1 (stereo not given) | 0 | -4 | -11 | -13 | 1.2 | -0.2 | 14 | -1
CC(C)C(NS(=O)(=O)c1ccccc1)C(=O)OCc1cc([N+](=O)[O-])cc2c1OCOC2 (stereo not given) | 1 | -6 | 9 | x | x | 1.9 | 6 | 1
CC(=O)N1CCN(C(=O)c2ccc(Cl)c(S(=O)(=O)N3CC(C)OC(C)C3)c2)CC1 (stereo not given) | 2 | 2 | -10 | -4 | 1.1 | 0.4 | 12 | 1
CCOc1ccc(CCNC(=O)c2nnn(CC(=O)Nc3ccc(C)cc3)c2N)cc1OCC | 4 | -13 | -6 | -6 | 1.1 | -0.6 | 3 | 1
Cn1c(SCC(=O)C(C)(C)C)nnc1-c1cccnc1 | 0 | 0 | -11 | -14 | 0.94 | 0.8 | 12 | 4
O=c1oc2ccccc2cc1-c1cn2cccnc2n1 | 1 | -7 | -1 | 58* | 1.2 | 0.0 | -349 | -13
COc1cccc(CN(C)C(c2ccccc2)c2ccccc2)c1OC | -2 | -9 | -22 | -15 | 1 | 1.4 | 9 | -2
O=C(CCc1nc2ccccc2c(=O)[nH]1)Nc1cccc(S(=O)(=O)N2CCCCC2)c1 | 1 | -8 | 3 | -6 | 0.96 | 0.0 | -17 | -5
O=C(OCC(=O)N1CCc2ccccc21)[C@@H]1CC(O)CN1S(=O)(=O)c1ccc(Cl)cc1 (stereo not given in full) | 1 | 7 | -5 | -7 | 0.87 | -0.1 | 25 | 0
CC1=C(C(=O)Nc2ccc(C)cc2C)C(c2cccc([N+](=O)[O-])c2)n2nc(C(=O)OC(C)C)nc2N1 (stereo not given) | 4 | -6 | -4 | -10 | 0.96 | -1.6 | -1 | 3
CCc1cccc(CC)c1NC(=O)COC(=O)c1ccccc1-c1nc2ccccc2s1 | -7 | 66* | -9 | -2 | 0.93 | 1.0 | 0 | 1
COc1ccc(C(c2nnnn2Cc2ccc(F)cc2)N2CCN(c3ccccc3)CC2)cc1 (stereo not given) | -3 | -5 | 4 | -19 | 0.94 | -0.7 | 15 | 0
CCOc1ccc(NS(=O)(=O)c2cc3c4c(c2)C(C)C(=O)N4CCC3)cc1 (stereo not given) | 0 | -1 | -24 | -12 | 1.4 | 0.7 | 10 | -1
COc1cc(NC(=S)NCCSc2ccc(C)cc2)cc(OC)c1 | -1 | -9 | -6 | 6 | 1.1 | 33 | 12 | 1
CC(NC(=O)COc1ncnc2cc([N+](=O)[O-])ccc12)c1ccccc1 (stereo not given) | 0 | -10 | 7 | -2 | 1 | 0.6 | -4 | -18
O=C1CC(c2ccc(F)cc2)Sc2nc(C34CC5CC(CC(C5)C3)C4)nn21 (stereo not given) | 0 | -3 | -9 | x | x | -2.1 | 24 | 3
O=C(NCCc1csc(-c2ccccc2)n1)c1cccs1 | 5 | -10 | -15 | -6 | 1 | 0.3 | -32 | 2
Cc1cccc(C2NC(=O)c3ccccc3N2)c1 (stereo not given) | 3 | -3 | 13 | x | x | -0.3 | i | -3
CCC(=O)N(CCC(c1ccccc1)c1ccco1)Cc1cccs1 (stereo not given) | 0 | 8 | 2 | 1 | 0.94 | -0.2 | 12 | -3
C#CC(CC)(CC)NC(=S)Nc1ccc(S(N)(=O)=O)cc1 | -5 | -5 | -3 | -6 | 1 | -0.6 | 12 | 0
COc1ccc(CCNC(=O)C2CCCN2C(=O)Nc2cccc(C(C)=O)c2)cc1OC (stereo not given) | 0 | -2 | -12 | 0 | 0.69 | -2.5 | 12 | 1

Reprinted at random: 3 entries already listed.
SMILES | NR3A LBD binder | ATG4B inh | PfG6PD inh | SENP6 block | hIAP act | MPTP inh | SENP8 block | SENP1 inh
COc1cccc(CN(C)C(c2ccccc2)c2ccccc2)c1OC | -2 | -9 | -22 | -15 | 1 | 1.4 | 9 | -2
CCOc1ccc(NS(=O)(=O)c2cc3c4c(c2)C(C)C(=O)N4CCC3)cc1 (stereo not given) | 0 | -1 | -24 | -12 | 1.4 | 0.7 | 10 | -1
COc1ccc(C(c2nnnn2Cc2ccc(F)cc2)N2CCN(c3ccccc3)CC2)cc1 (stereo not given) | -3 | -5 | 4 | -19 | 0.94 | -0.7 | 15 | 0

Additional structures.
SMILES | NR3A LBD binder | ATG4B inh | PfG6PD inh | SENP6 block | hIAP act | MPTP inh | SENP8 block | SENP1 inh
N#CC1=C(N)OC2=C(C(=O)CCC2)C1c1ccc(OC(=O)N2CCOCC2)cc1 (stereo not given) | 1 | -24 | 3 | -10 | 1.2 | 0.6 | 4 | 0
CCc1nc(NCCCN2CCOCC2)c2oc3ccccc3c2n1 | -1 | -5 | -4 | 1 | 1.1 | -5.3 | 24 | -2
COC(=O)CNC(=O)CSc1ccccn1 | -2 | -4 | 1 | -8 | 0.83 | 1.2 | 4 | 2
COc1ccccc1NC(=O)CSc1nnc(NC(=O)c2ccco2)s1 | -11 | -2 | -12 | 10 | 1.2 | -0.9 | -33 | 0
Cc1nc([N+](=O)[O-])nn1C12CC3CC(CC(Br)(C3)C1)C2 | 0 | 2 | 71* | -16 | 1.2 | -0.1 | 15 | 1
CCSc1nnc(NC(=O)c2csc3c2CCC(C)C3)s1 (stereo not given) | 1 | 0 | 3 | 1 | 0.84 | -3.4 | -24 | 3
O=C(N/N=C/c1ccc([N+](=O)[O-])cc1)c1cc2ccccc2o1 | 5 | -11 | -22 | -11 | 0.81 | -1.6 | 25 | 3
CN1C(=O)/C(=C/c2ccc(OCc3ccccc3F)cc2)NC1=S | 3 | 5 | -6 | -18 | 1 | 1.1 | 7 | -101
O=C(Nc1cccnc1)C1=NN(C2CCS(=O)(=O)C2)C(=O)CC1 (stereo not given) | 0 | -4 | 2 | -41 | 0.98 | 1.5 | 5 | -2
CNC(=O)NC(=O)COC(=O)CCc1nc(=O)c2ccccc2n1C | -1 | -3 | 2 | 11 | 1.1 | -1.4 | 9 | 1
Nc1ncnc(Nc2cccc(Cl)c2Cl)n1 | 0 | -2 | 40 | 8 | 0.96 | -0.7 | 14 | 1
O=C(NCCc1c[nH]c2ccccc12)c1ccc(S(=O)(=O)NCc2ccco2)cc1 | 5 | -23 | 9 | -1 | 0.88 | 0.0 | 5 | -3
O=C(OCC#CCSc1nnc(-c2cccc3ccccc23)o1)c1ccc(Cl)cc1 | -2 | -5 | 0 | -11 | 1.1 | 1.9 | -105 | 2
c1ccc(-c2csc3ncnc(N4CCOCC4)c23)cc1 | -2 | -9 | -8 | -9 | 0.95 | -0.8 | 30 | 1
CCCCn1c(N)c(N(CC(C)C)C(=O)CN2C(=O)NC3(CCC(C(C)(C)CC)CC3)C2=O)c(=O)[nH]c1=O (stereo not given) | -1 | 0 | -28 | x | x | 2.1 | 2 | -1
COc1ccc(Cl)cc1C(=O)NNC(=O)CCNS(=O)(=O)c1ccccc1 | -1 | -7 | -3 | -5 | 1.5 | -0.5 | 1 | -1
N#Cc1ccccc1NC(=O)COC(=O)c1ccc2c(c1)OCCO2 | -2 | -7 | -8 | 16 | 1.1 | 1.8 | 22 | 1
CCc1cc(C(=O)N2CCCC(CCC(=O)N3CCN(c4ccccn4)CC3)C2)no1 (stereo not given) | -2 | 8 | -13 | 2 | 0.92 | -1.1 | -9 | 1
COc1ccc(NC(=O)[C@@H](NC(=O)c2ccccc2)C(C)C)cc1S(=O)(=O)N1CCCCC1 | 2 | -3 | -14 | -3 | 0.91 | -0.2 | 16 | 2
COCCN(C(=O)COC(=O)/C(=C/c1ccccc1)NC(C)=O)c1c(N)n(Cc2ccccc2)c(=O)[nH]c1=O | 0 | -2 | -6 | -11 | 1.2 | 0.0 | 3 | -2
Cc1ccc(S(=O)(=O)c2c(N)n(Cc3ccco3)c3nc4ccccc4nc23)cc1 | 2 | -16 | 23 | -3 | 0.92 | 7.4 | -302 | -24
COc1cc(C(=O)N2CCCN(c3nc4cc(C)ccc4cc3C#N)CC2)cc(OC)c1OC | 1 | -7 | 8 | 2 | 0.96 | x | x | x
COc1ccc(N2CCN(C(=O)c3ccccc3F)CC2)c([N+](=O)[O-])c1 | -1 | 2 | 0 | 1 | 1 | 0.3 | 18 | 1
CCc1cccc(C)c1NC(=O)CN1C(=O)NC(Cc2ccccc2)C1=O (stereo not given) | -2 | -5 | -6 | 5 | 1 | 1.7 | 6 | 3
CCc1cc(C(=O)N/N=C/c2ccc(O)cc2)c2ccccc2n1 | -3 | -4 | -7 | 2 | 1.1 | -0.3 | 5 | 3
C=CCCC(=O)N1CCCC(Cc2cccc(Cl)c2)(C(=O)OCC)C1 (stereo not given) | -1 | 2 | 21 | -5 | 1.1 | -1.6 | 12 | 0
COc1ccc(CC(=S)N2CCOCC2)cc1OC | -1 | -9 | -8 | -2 | 0.91 | 0.2 | 25 | 1
Cc1cc(C)nc(SCC(=O)Nc2ccc(S(=O)(=O)Nc3nccs3)cc2)n1 | 1 | 5 | -15 | -36 | 0.87 | 0.0 | 13 | -1
Cc1ccc(S(=O)(=O)N(C)Cc2nc(-c3ccc(Br)cc3)no2)cc1 | 2 | -4 | 9 | 3 | 0.92 | 1.3 | -1 | -1
CC1CCCC(C)N1C(=O)COC(=O)CCC(=O)c1cccs1 (stereo not given) | 5 | -7 | 6 | 16 | 1 | -0.8 | -9 | 2
CC(=O)Nc1c(O)nc(SCc2ccccc2C#N)[nH]c1=O | -2 | 4 | 4 | 11 | 0.82 | 2.6 | 14 | 0
Cc1c(NC(=O)N(C)C)c(=O)n(-c2ccccc2)n1C | -2 | -3 | -15 | -4 | 0.92 | -5.7 | 21 | 0
CCn1c(COc2c(C)cccc2C)nnc1SCC(=O)N1CCN(c2ccccc2)CC1 | -1 | -1 | -2 | -11 | 1 | -0.7 | 24 | 3
CSc1cc(C)n(-c2ccccc2C)c(=S)c1C(C)=O | 0 | -1 | 24 | -5 | 1.1 | -3.9 | 12 | 0

Full records, quoted from the list.
CSc1cc(C)n(-c2ccccc2C)c(=S)c1C(C)=O is listed as NR3A LBD binder: 0; ATG4B inh: -1; PfG6PD inh: 24; SENP6 block: -5; hIAP act: 1.1; MPTP inh: -3.9; SENP8 block: 12; SENP1 inh: 0
Cc1c(NC(=O)N(C)C)c(=O)n(-c2ccccc2)n1C is listed as NR3A LBD binder: -2; ATG4B inh: -3; PfG6PD inh: -15; SENP6 block: -4; hIAP act: 0.92; MPTP inh: -5.7; SENP8 block: 21; SENP1 inh: 0
